Source: PubChem BioAssay
NOD2 inhibition: inhibition of NOD2-driven NF-kB reporter – cell-based, luminescence, uHTS, HEK293 (AID 1566). inhibition, % at 4 µM; hits with a dose series show EC50 in µM. HEK293 NOD2/NF-kB luciferase reporter, luminescence; higher % means a stronger effect. actives 0.63% (n = 290,000); also: many of its hits are not listed in these tables
GPR55 antagonists: inhibition of LPI-stimulated GPR55 beta-arrestin translocation – imaging, U2OS, beta-arrestin-GFP, LPI agonist, primary screen (AID 2013). U2OS GPR55 beta-arrestin-GFP translocation imaging, LPI antagonism; higher % means a stronger effect. actives 0.13% (n = 290,000). inhibition, % at 10 µM; hits with a dose series show IC50 in µM;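 active = spots per cell inhibited over 60%, with over 100 cells counted and total cytoplasm intensity under 500,000; inconclusive = wells with under 100 cells, flagged as likely toxic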;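 also: U2OS cells stably carrying GPR55 and arrestin-GFP stimulated by 5 µM LPI near EC80; imaged beta-arrestin-GFP aggregate spots per cell after agonist stimulation; plate controls were LPI-stimulated DMSO wells for no effect and DMSO wells without LPI for full effect; some results filed as inactive read as strong as hits; confirmed hits need IC50 under 10 µM and bright autofluorescent wells are also inconclusive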
T cell HTS: T cell immune modulation candidate | 2C CD8+ T cell-vesicle binding, flow cytometry; active compounds read low | calls only at 7 µM | actives 0.068% (n = 330,000);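 active = response, share of CD8 T cells binding vesicles, and their 90th percentile fluorescence all below set limits, cut at about 80% in these data, passing the limit was not always enough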
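Material: murine 2C transgenic CD8+ T lymphocytes / Also added: QL9-peptide-loaded Drosophila micro-vesicles bearing Ld, ICAM-1 and B7-1 / Schedule: binding step 1.5 h, 37 °C, antibody labelling 20 min, ice / Signal: flow cytometry, PE anti-B7-1 (FL2) versus Alexa647 anti-CD8 (FL8), PFA-fixed / Evaluation: percent CD8+ FL2 mean versus row control / Benchmarks: naked versus QL9-loaded vesicles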
NTR1 ag: agonists of NTR1, primary screen, imaging, U2OS cells, beta-arrestin-GFP, high content (AID 493036); NTR1-U2OS beta-arrestin-GFP spot imaging, agonist mode; activation, % at 20 µM; actives 0.17% (n = 330,000);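 active = activation at or above 40% of the spot to cytoplasm intensity ratio, with at least 20 cells analyzed; inconclusive = wells under 20 cells, flagged as cytotoxic or low count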;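 also: 0% = DMSO without peptide and 100% = 100 nM NTR1 peptide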
Target sequence (P30989 whole entry, looked up): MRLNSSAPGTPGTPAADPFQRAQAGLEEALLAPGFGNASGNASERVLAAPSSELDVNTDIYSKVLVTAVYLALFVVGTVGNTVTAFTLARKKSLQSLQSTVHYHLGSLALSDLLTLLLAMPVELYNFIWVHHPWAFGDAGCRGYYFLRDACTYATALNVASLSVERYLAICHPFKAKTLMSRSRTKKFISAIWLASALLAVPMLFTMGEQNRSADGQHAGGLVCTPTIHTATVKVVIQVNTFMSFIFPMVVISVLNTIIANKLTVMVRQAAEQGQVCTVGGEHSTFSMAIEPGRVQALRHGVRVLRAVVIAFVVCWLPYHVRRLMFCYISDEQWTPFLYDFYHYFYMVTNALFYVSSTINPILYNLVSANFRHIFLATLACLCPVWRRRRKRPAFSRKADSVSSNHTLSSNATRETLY
GPR55 activation: selective activators of receptor GPR55 – imaging, U2OS cells, beta-arrestin-GFP redistribution, primary screen (AID 1961) | actives 0.048% (n = 290,000) | U2OS GPR55 beta-arrestin-GFP redistribution imaging; higher % means a stronger effect | activation, % at 10 µM, or EC50 in µM where a hit was titrated;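 active = activation above 40% with more than 50 cells counted in the well; inconclusive = wells holding fewer than 50 cells, flagged as toxic or sparse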;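 also: U2OS osteosarcoma cells stably expressing GPR55 and beta-arrestin-GFP; plate controls were DMSO negative control for no effect and LPI positive control for full effect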
Myeloid diff 2: myeloid differentiation induction | ER-HoxA9 myeloid progenitors, lysozyme-GFP differentiation, flow cytometry | actives 1% (n = 360,000) | calls only at 10 µM;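 active = normalized GFP-positive differentiation at or above the plate's own cutoff, the solvent-only control mean plus 3 SD; inconclusive = no clear call, values can overlap the other calls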;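 also: cells exposed to compound for four days before flow analysis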
KOR beta-arrestin-1: kappa opioid receptor blockers – cell-based, luminescence, uHTS (AID 1778). KOR beta-arrestin recruitment, luminescence, antagonist mode; higher % means a stronger effect. inhibition, % at 10 µM, or IC50 in µM where a hit was titrated. actives 0.091% (n = 290,000); also: strong numbers were not always called active
NOD1 inhibition: inhibition of NOD1-driven NF-kB reporter – cell-based, luminescence, uHTS, primary screen (AID 1578) | NOD1-driven NF-kB luciferase reporter cells, luminescence; higher % means a stronger effect | inhibition, % at 4 µM, or EC50 in µM where a hit was titrated | actives 1% (n = 290,000); in the data active = inhibition mostly above about 36%, no sharp cut-off; inactive = mostly below about 34%;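 also: HEK-293T reporter cells stimulated with the NOD1 agonist gamma-tri-DAP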
KOR beta-arrestin-2: KOR agonists, beta-arrestin recruitment, primary screen, cell-based, luminescence, uHTS (AID 1777); KOR beta-arrestin recruitment, luminescence; higher % means a stronger effect; activation, % at 10 µM; hits with a dose series show EC50 in µM; actives 0.02% (n = 280,000); in the data active = activation above about 50%, passing the limit was not always enough; also: a part of the inactive calls stands beside numbers as strong as those of hits
T cell HTS vesicle-bound %: second read-out of T cell HTS, no call of its own (marks repeat the call); double positive events, %; measured here: CD8+ vesicle-bound cell fraction;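 binding gate set so that unloaded-vesicle control wells show 10% double positive cells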
NTR1 ag cell count 20 µM: second read-out of NTR1 ag, no call of its own (marks repeat the call); cell count; measured here: cell count, cytotoxicity flag
Myeloid diff 2 GFP+ MAC1+ %: recorded beside Myeloid diff 2, whose call it bears; GFP+ MAC1+ double positive, %; measured here: differentiation confirmed by MAC1 staining
Numbers without * were called inactive; i = inactive; ? = inconclusive; / = no result given; [ ] = another dose, or the depositor's remark. Rule as the data show it, unless noted: active = inhibition above about 50%; inactive = the rest. An excerpt; rates above refer to the full screens.

SMILES	NOD2 inhibition	GPR55 antagonists	T cell HTS	T cell HTS vesicle-bound %	NTR1 ag	NTR1 ag cell count 20 µM	GPR55 activation	Myeloid diff 2	Myeloid diff 2 GFP+ MAC1+ %	KOR beta-arrestin-1	NOD1 inhibition	KOR beta-arrestin-2
COC(CNC(=O)Cn1ncc2ccsc2c1=O)OC	2%	-3%	i	36	0.4	94	-0.1%	i	0.2	0%	-10%	0.3%
CCOC(=O)c1ccc(-n2c(CN3CCC(O)CC3)nc3ccc([N+](=O)[O-])cc3c2=O)cc1	2%	7%	i	23	0.8	56	-0.3%	i	0.2	-3%	-1%	-7.1%
Cc1nn(C)c(-c2n[nH]c(=S)n2Cc2ccco2)c1Cl	3%	14%	i	30	0.8	32	0.2%	i	0.9	36%	-28%	-1.8%
CCc1ccc(NC(=O)c2cc(-c3ccc(F)cc3)on2)cc1	11%	2%	i	46	0.8	44	0.1%	i	0.8	-14%	-6%	6.0%
CCC(c1nnnn1Cc1ccccc1)N1CCN(c2ccc(OC)cc2)CC1 (stereo unspecified)	-2%	10%	i	35	0.4	34	-0.1%	i	0.1	-20%[20 µM]	-20%	/
CCCN(CCC)S(=O)(=O)c1cccc(C(=O)N=c2sccn2C)c1	31%	-13%	i	8	3.7	58	0.0%	i	2.8	34%	4%	-8.1%
OC(CN1CCOCC1)Cn1c2c(c3ccccc31)CCCC2 (stereo unspecified)	-4%	-8%	i	40	-0.2	56	0.2%	i	0.6	18%	-35%	-1.9%
CCCOc1ccc(C(=O)N2CCCC2)cc1OC	-2%	0%	i	53	-1.2	89	-0.1%	i	1.2	10%	-12%	-0.1%
Cc1ccc(NC(=O)CN2C(=O)S/C(=C\c3cccn3-c3cccc(C(=O)O)c3)C2=O)cc1C	9%	-14%	i	52	-0.1	52	0.0%	i	0.7	-60%[20 µM]	-39%	-5.3%
CCOC(=O)c1[nH]c(C)c(C(=O)N2CCCC(Nc3ccc(C)c(C)c3)C2)c1C (stereo unspecified)	16%	2%	i	14	-0.2	57	-0.1%	?	/	-57%	22%	1.5%
O=C(CCc1nnc(CCCc2ccccc2)o1)NCCc1ccco1	-48%	7%	i	48	2.6	75	-0.1%	i	0.2	16%[20 µM]	-58%	/
Cc1cccc(NC(=O)CSc2ccc(-c3cccnc3)nn2)c1	13%	15%	i	10	0.5	65	-0.1%	i	0.5	-14%	3%	0.9%
Cc1onc(-c2ccccc2)c1C(=O)NCCc1ccc(Cl)cc1	11%	2%	i	27	1.4	34	-0.1%	i	2.1	-10%	47%	8.9%
Cc1ccc2c(c1)cc1c(=O)n(CC(=O)N3CCCC3)nc(C)n12	5%	10%	i	28	0.5	69	-0.1%	i	5.1	-10%	-5%	-7.4%
O=C1Cc2ccccc2C(c2ccc(Cl)cc2)N1 (stereo unspecified)	11%	3%	i	51	1.6	48	-0.1%	i	0.4	-24%	4%	2.0%
OC(CNCc1ccc(Cl)c(Cl)c1)c1ccccc1 (stereo unspecified)	-15%	3%	i	58	-1.3	51	-0.1%	i	0.3	-36%	-28%	2.9%
NC(=O)N\N=C/C=C/C=C/c1ccc(F)cc1	-3%	9%	i	34	1.2	60	0.7%	i	0.3	8%	-5%	0.9%
O=C(N1CCN(c2ccc(F)cc2)CC1)C1(c2cccs2)CCOCC1	6%	-5%	i	9	0.1	33	0.1%	i	0.5	7%	0%	1.6%
CC(NC(=O)Nc1ccccn1)N1C(=O)C2C3C=CC(C3)C2C1=O (stereo unspecified)	16%	17%	i	9	-0.8	42	-0.1%	i	0.8	48%	-13%	-5.5%
CCn1ncc(/C=N\NC(=O)COc2ccccc2)c1C	1%	-6%	i	26	0.9	59	0.2%	i	0.7	-12%	-26%	3.8%
O=C(COC(=O)C12CC3CC(CC(O)(C3)C1)C2)NC(=O)NCc1ccco1	3%	0%	i	42	0.3	44	0.2%	i	3.9	-4%	-6%	-0.9%
COc1ccc(Oc2c(Cl)cnn(-c3ccc(C)cc3)c2=O)cc1	16%	25%	i	45	9.3	53	0.2%	i	1.1	-7%	-22%	-2.6%
Cc1ccccc1-n1cnc2cc(NCc3cccs3)ccc21	-2%	9%	i	11	2.6	80	/	i	1.5	-14%	-4%	3.3%
CCCCn1c(N)c(N(CCOC)C(=O)C2CCN(S(=O)(=O)c3ccc(Cl)cc3)CC2)c(=O)[nH]c1=O	8%	8%	i	50	0.5	54	-0.2%	i	0.7	-3%	-3%	2.0%
CC(C)C[C@H](NC(=O)[C@H](Cc1ccccc1)n1c(=O)[nH]c2ccccc2c1=O)C(=O)N1CCC[C@@H]1C(=O)O	16%	-6%	i	26	-1.3	99	0.2%	i	2.4	0%[20 µM]	-1%	0.5%
O=C(Oc1ccc(N(Cc2cccs2)C2=NS(=O)(=O)c3ccccc32)cc1)c1ccccc1	10%	4%	i	29	-0.1	82	0.0%	i	2.1	-8%	-14%	5.4%
CSc1nsc(SCC(=O)Nc2ccccc2)n1	-21%	-8%	i	17	-0.8	32	0.3%	i	0.8	-26%	-36%	26%
COc1cccc(N(C(=O)c2snc(C(N)=O)c2N)C(C(=O)NCC2CCCO2)c2c[nH]c3ccccc23)c1 (stereo unspecified)	26%	6%	i	32	0.6	52	-0.1%	i	0.5	11%	1%	-2.7%
CC(C)CCNC(=O)CN(C(=O)CCC(=O)Nc1nccs1)c1ccc2c(c1)OCCO2	5%	-2%	i	20	-0.6	47	0.2%	i	2.6	-35%	-18%	-0.1%
Nc1ccc(O)cc1C(=O)OCC(=O)C12CC3CC(CC(C3)C1)C2	0%	1%	i	2	3.9	48	-1.0%	i	1.0	26%	14%	9.7%
O=C(NCc1ccccc1F)c1ccc(S(=O)(=O)Nc2cccc(C(F)(F)F)c2)cc1	6%	2%	i	33	0.0	56	-0.2%	i	1.4	-36%	24%	2.0%
O=C(NCc1cccnc1)C1c2ccccc2C(=O)N1Cc1ccco1 (stereo unspecified)	5%	-2%	i	21	2.6	41	-0.1%	i	10	13%	-14%	1.4%
O=C(Nc1cccnc1)C1CCCN1S(=O)(=O)c1ccc(Cl)c(Cl)c1 (stereo unspecified)	16%	-2%	i	9	0.8	50	-0.1%	i	6.2	10%	-12%	4.8%
C/C(=N\NC(=S)NC1CCCCC1)c1cccc(C(F)(F)F)c1	-25%	4%	i	36	6.2	65	0.0%	i	0.1	-10%	-4%	/
CCN(CC)c1ccc(NC(=O)C2CC3CCC2C3)cc1 (stereo unspecified)	3%	-5%	i	21	1.0	36	-0.2%	i	0.2	-18%	-11%	-4.7%
CCc1nn(CCCC(=O)N(C)Cc2ccccc2)c(=O)c2cc3occc3n12	16%	6%	i	8	0.9	77	-0.1%	i	0.3	10%	-17%	1.5%
O=C(c1cccs1)N1CCC(c2nc3c(nnn3Cc3ccccc3)c(=O)[nH]2)CC1	2%	4%	i	48	0.4	75	0.3%	i	14	7%	-28%	-3.1%
CCCn1c(CCc2ccccc2)nnc1SCC(=O)N1CCOCC1	-6%	2%	i	41	-0.2	46	-0.1%	i	1.0	13%	/	-1.2%
O=C(N/C(=C\c1ccco1)C(=O)N1CCOCC1)c1ccc([N+](=O)[O-])cc1	-10%	3%	i	22	1.3	38	-0.1%	i	0.9	8%	-16%	2.1%
CC(=O)c1cnc(SCC(=O)O)nc1C	6%	4%	i	29	-0.7	44	-0.2%	i	0.4	8%	-32%	-1.4%
Cc1cc(Cl)ccc1NC(=O)Nc1c(C)n(-c2ccccc2)c(=O)n1C	2%	13%	i	35	0.7	64	-0.2%	i	1.5	2%	-25%	-5.5%
COC(=O)c1cn[nH]c1NC(=S)Nc1ccc(Cl)c(Cl)c1	-118%	22%	i	57	0.1	49	-0.1%	i	1.6	-11%	-100%	-5.7%
CC1(C)CC2CC(C)(CN2C(=O)c2cc(-c3ccccc3O)on2)C1 (stereo unspecified)	-25%	-8%	i	42	19	40	-0.2%	i	4.1	-15%	-1%	12%
COc1cc(NC(=O)C(=O)N2CCN(C)CC2)c(OC)cc1Cl	2%	3%	i	22	0.0	55	-0.1%	i	0.2	9%	-11%	-0.6%
O=C(OCC(=O)c1ccc[nH]1)c1ccc2ccccc2n1	5%	10%	i	6	0.4	46	-0.3%	i	0.3	4%	-32%	-3.7%
c1ccc(CCCCNCC2COc3ccccc3O2)cc1 (stereo unspecified)	0%	10%	i	57	-0.1	85	-0.4%	i	0.1	-23%	-2%	6.4%
Nc1ccc(C(=O)OCC(=O)N2CCN(C(=O)c3ccco3)CC2)cc1[N+](=O)[O-]	-4%	3%	i	26	-0.6	57	-0.1%	i	1.1	21%	-31%	2.2%
N#Cc1c(SCC(=O)Nc2nccs2)nc2c(c1-c1ccco1)CCCC2	10%	-4%	i	60	1.4	60	-0.1%	i	0.1	-21%	1%	2.1%
COc1ccc(C(C)=O)cc1COC(=O)c1c(C)nn(-c2ccccc2)c1C	32%	3%	i	29	11	78	0.0%	i	0.7	2%	1%	-6.7%
CCn1c2ccccc2c2cc(CNCCCN3CCOCC3)ccc21	-6%	-4%	i	64	1.2	59	-0.2%	i	0.5	-8%	-21%	-2.6%
COc1cccc(C2=Nn3c(nnc3-c3ccccc3O)SC2)c1	2%	4%	i	24	1.7	94	0.2%	i	0.7	-20%	-17%	-1.4%

Exported bar-delimited: part of the list above.
mol | NOD2 inhibition | GPR55 antagonists | T cell HTS | T cell HTS vesicle-bound % | NTR1 ag | NTR1 ag cell count 20 µM | GPR55 activation | Myeloid diff 2 | Myeloid diff 2 GFP+ MAC1+ % | KOR beta-arrestin-1 | NOD1 inhibition | KOR beta-arrestin-2
O=C(N/C(=C\c1ccco1)C(=O)N1CCOCC1)c1ccc([N+](=O)[O-])cc1 | -10% | 3% | i | 22 | 1.3 | 38 | -0.1% | i | 0.9 | 8% | -16% | 2.1%
CC(=O)c1cnc(SCC(=O)O)nc1C | 6% | 4% | i | 29 | -0.7 | 44 | -0.2% | i | 0.4 | 8% | -32% | -1.4%
Cc1cc(Cl)ccc1NC(=O)Nc1c(C)n(-c2ccccc2)c(=O)n1C | 2% | 13% | i | 35 | 0.7 | 64 | -0.2% | i | 1.5 | 2% | -25% | -5.5%
